Source: PubChem
MCF10A rerep: DNA re-replication induction in MCF 10a cells. MCF 10A DNA re-replication, Hoechst nuclear intensity, 48 h. Potency, µM (titrated, usually from 46.1 µM), without a hit: top-dose activity, positive = re-replication, actives largely listed as activators. hit rate 2.9% among 350,000. AID 624296; note: potency is the fitted concentration of half-maximal effect; % of control where 0% means no effect; nearly all actives have a fitted effect of over 50% in size
ATXN2 expr inh: reduces ATXN2 reporter expression in HEK-293 cells; HEK-293 ATXN2-luciferase reporter, luminescence, 24 h; Potency, µM (titrated, usually from 57 µM), inactives show top-dose activity change, negative = inhibition, usual class: inhibitors; hit rate 0.72% among 360,000; AID 1745845; note: potency is the fitted concentration of half-maximal effect; % is set by controls: 0 for no effect and ±100 for the full control effect; nearly all actives have a fitted effect of over 55% in size
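ATXN2-luciferase reporter cells (luciferase flanked by upstream and downstream ATXN2 gene portions) were treated 24 h at 37 °C with compounds at up to 57 uM. SteadyGlo luminescence gave expression; GF-AFC fluorescence gave viability.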
KB-V1 MDR tox: kills drug-selected multidrug resistant KB-V1 cells | KB-V1 MDR cells viability, CellTiter-Glo, 72 h | hit rate 3.4% among 400,000 | Potency, µM (top dose mostly 46.1 µM), for inactives: at the top dose activity change, negative = cytotoxicity, most hits filed as cytotoxic; note: potency is the fitted concentration of half-maximal effect; % is set by controls: 0 for no effect and ±100 for the full control effect; nearly all actives have a fitted effect of over 60% in size
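Potencies derive from concentration-effect curves fitted to normalized luminescence (CellTiter-Glo) of KB-V1 cells treated for 72 h at 37 degrees C in phenol-red-free DMEM containing 10% FBS.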
SW480 rerep: DNA re-replication induction in SW480 cells. Potency, µM (series often up to 46.1 µM), inactives show top-dose re-replication activation, hits mostly activators. hit rate 1.8% among 340,000. SW480 DNA re-replication, Hoechst DNA content imaging, 48 h; note: potency is the fitted concentration of half-maximal effect; % of control where 0% means no effect; nearly all actives have a fitted effect of over 55% in size
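Hoechst fluorescence of nuclei (405 nm excitation, 500-530 nm emission) measured by plate-scanning imager after 48 hr compound exposure at 37 C; re-replication scored as increased number of nuclei with elevated intensity.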
KB-3-1 cytotox: kills parental KB-3-1 adenocarcinoma cells; KB-3-1 viability, CellTiter-Glo ATP luminescence, 72 h; Potency, µM (titrated, usually from 46.1 µM), without a hit: at the highest dose activity change, negative = cytotoxic, hits mostly cytotoxic; hit rate 1.4% among 400,000; AID 1347075; note: potency is the fitted concentration of half-maximal effect; % is set by controls: 0 for no effect and ±100 for the full control effect; nearly all actives have a fitted effect of over 60% in size
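Viability of parental KB-3-1 cells, measured by CellTiter-Glo luminescence, followed a 72 h incubation at 37 °C with pinned compounds in phenol-red-free DMEM containing 10% FBS.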
WRN helicase inh: inhibitors of human WRN helicase; Q14191; WRN helicase unwinding, fluorescent forked duplex, kinetic; Potency, µM (series often up to 114 µM), without a hit: at the highest dose activity change, negative = inhibition, actives largely listed as inhibitors; hit rate 0.46% among 360,000; AID 651768; note: potency is the fitted concentration of half-maximal effect; % is set by controls: 0 for no effect and ±100 for the full control effect; nearly all actives have a fitted effect of over 55% in size
Target sequence (Q14191 whole entry, looked up): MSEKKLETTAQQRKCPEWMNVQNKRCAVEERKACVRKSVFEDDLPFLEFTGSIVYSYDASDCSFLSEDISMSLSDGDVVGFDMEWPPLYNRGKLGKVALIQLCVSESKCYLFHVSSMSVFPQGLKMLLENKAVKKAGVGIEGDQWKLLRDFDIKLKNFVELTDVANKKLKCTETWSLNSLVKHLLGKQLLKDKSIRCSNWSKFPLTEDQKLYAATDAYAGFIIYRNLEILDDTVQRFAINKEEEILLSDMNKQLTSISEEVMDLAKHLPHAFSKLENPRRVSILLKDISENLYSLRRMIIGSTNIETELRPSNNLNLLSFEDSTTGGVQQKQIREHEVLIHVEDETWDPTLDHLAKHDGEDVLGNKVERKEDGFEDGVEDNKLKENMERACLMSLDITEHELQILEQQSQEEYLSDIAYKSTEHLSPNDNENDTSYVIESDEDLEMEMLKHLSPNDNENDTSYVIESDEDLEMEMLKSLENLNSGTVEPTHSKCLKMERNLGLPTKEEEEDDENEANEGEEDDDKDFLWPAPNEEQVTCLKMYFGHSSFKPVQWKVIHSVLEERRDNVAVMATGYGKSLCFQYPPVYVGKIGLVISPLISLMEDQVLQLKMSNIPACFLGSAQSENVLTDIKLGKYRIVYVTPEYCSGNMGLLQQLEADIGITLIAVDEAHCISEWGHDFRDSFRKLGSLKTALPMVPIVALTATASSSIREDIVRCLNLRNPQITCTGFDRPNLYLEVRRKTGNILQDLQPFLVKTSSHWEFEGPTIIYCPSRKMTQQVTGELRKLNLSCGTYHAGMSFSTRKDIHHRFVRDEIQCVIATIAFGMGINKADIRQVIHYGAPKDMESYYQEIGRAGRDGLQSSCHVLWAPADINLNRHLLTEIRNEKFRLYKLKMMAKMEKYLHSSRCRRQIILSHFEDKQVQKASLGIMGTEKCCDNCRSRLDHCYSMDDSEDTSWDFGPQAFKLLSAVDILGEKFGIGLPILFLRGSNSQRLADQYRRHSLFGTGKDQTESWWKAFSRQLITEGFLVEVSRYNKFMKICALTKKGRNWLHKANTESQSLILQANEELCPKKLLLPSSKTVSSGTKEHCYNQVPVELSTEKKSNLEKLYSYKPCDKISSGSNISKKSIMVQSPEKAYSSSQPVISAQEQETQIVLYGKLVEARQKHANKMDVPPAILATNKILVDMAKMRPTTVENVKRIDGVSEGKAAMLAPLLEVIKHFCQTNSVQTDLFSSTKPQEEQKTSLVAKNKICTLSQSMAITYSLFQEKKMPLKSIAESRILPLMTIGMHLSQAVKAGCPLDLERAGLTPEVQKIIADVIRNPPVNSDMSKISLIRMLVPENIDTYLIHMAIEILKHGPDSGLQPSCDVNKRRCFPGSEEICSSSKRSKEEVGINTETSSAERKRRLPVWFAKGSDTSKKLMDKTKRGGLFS
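Enzyme (20 nM final) and test compound sit together 15 min at room temperature before substrate addition. Substrate is a single-forked duplex oligonucleotide (100 nM) labelled with fluorophore and quencher, with 2 mM ATP; helicase unwinding raises red fluorescence, read kinetically.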
HT1080-NT tox: kills 2HG-producing HT-1080-NT fibrosarcoma cells | HT-1080-NT fibrosarcoma viability, CellTiter-Glo ATP luminescence, 48 h | Potency, µM (top dose mostly 46.1 µM), inactives show at the highest dose activity, negative = less viability, actives largely listed as cytotoxic | hit rate 1.6% among 360,000 | AID 686970;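 note: NT is the 2HG producing partner of a matched IDH1 knockdown line; potency is the fitted concentration of half-maximal effect; 0% = DMSO-treated cells and -100% = media-only wells without cells; nearly all actives have a fitted effect of over 55% in size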
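Viability by CellTiter-Glo luminescence after 48 h compound exposure at 37C of HT-1080-NT cells (750/well, RPMI, 5% FBS). % activity scaled between DMSO wells and medium-only wells, then curve-fitted and categorized by curve class.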
HT1080 IDH1KD tx: HT-1080 IDH1 knockdown cell toxicity (counter line); HT-1080 IDH1 knockdown viability, ATP luminescence, 48 h; Potency, µM (top dose mostly 46.1 µM), without a hit: at the highest dose activity, negative = toxicity, actives largely listed as cytotoxic; hit rate 2% among 360,000;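 note: potency is the fitted concentration of half-maximal effect; 0% = DMSO wells and -100% = cell-free medium wells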
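Knockdown cells (IDH1KD HT-1080) received compounds 2 h after plating at 750 cells/well and were kept 48 h at 37 °C in 5% FBS RPMI. A CellTiter-Glo luminescence read gave % activity for curve fitting.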
IL1B secr inh: blocks inflammasome-driven IL-1 beta release. hit rate 4.7% among 360,000. activity change, % at 57.5 µM. AID 743279. THP-1 LPS/ATP IL-1B secretion, AlphaLISA, 16 h; active compounds read low; in the data active = activity change below about -50%; inconclusive = mostly about -30% to -49%; note: % is set by controls: 0 for no effect and ±100 for the full control effect
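THP-1 cells pretreated 1 hr with compounds (up to 57.5 uM final), then stimulated with LPS (250 ng/mL final) plus ATP (1.25 mM final); secreted IL-1B measured by AlphaLISA after 16 hr, decreased signal indicating inhibition.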
Active calls of the source: *; ? = inconclusive; / = not tested or not shown; [ ] = another dose, or the depositor's remark. Unless noted, calls come from the whole dose curve; as a rule, active = well fitted curve in the direction sought with a large enough effect; inconclusive = small, poorly fitted or top-dose-only effect, or another doubt; inactive = no such curve, though single readings can be large; an effect the other way counts as inactive or inconclusive.

SMILES	MCF10A rerep	ATXN2 expr inh	KB-V1 MDR tox	SW480 rerep	KB-3-1 cytotox	WRN helicase inh	HT1080-NT tox	HT1080 IDH1KD tx	IL1B secr inh
O=C(O)c1ccc(-n2nncc2-c2ccccc2)cc1	-5.5%	2.1%	3.0%	-10.7%	-1.3%	5.4%	9.5%	8.6%	2.3
CCc1cc(=O)oc2cc(C)cc(OC(C)C(=O)NC(Cc3c[nH]c4ccc(O)cc34)C(=O)O)c12 (stereo unspecified)	?	5.8%	0.0%	-1.4%	0.0%	5.4%	3.4%	1.1%	11.8
COc1ccc(C(=O)Nc2c3c(nn2-c2ccc([N+](=O)[O-])cc2)CS(=O)(=O)C3)cc1	1.8%	-4.6%	3.0%	1.4%	2.0%	-4.6%	3.1%	4.4%	-4.9
CCn1c(SCC(=O)Nc2ccccc2Cl)nnc1C1CC1	7.9%	-15.4%	-15.2%	-3.1%	1.2%	14.2%	17.4%	16.8%	-14.0
Cc1nn(CC(=O)Nc2ccc(C(=O)N3CCCC3)cc2)c(=O)c2ccccc12	0.3%	21.1%	1.2%	-3.6%	8.1%	-9.4%	1.5%	-2.0%	16.9
O=C(NC1CCCCC1)C(c1ccc(-c2ccccc2)cc1)n1c(=O)c(-c2ccco2)nc2ccccc21 (stereo unspecified)	/	/	-1.9%	/	-11.7%	-22.1%	?	?	19.7
Cc1ccc(C(=O)N2CCN(S(=O)(=O)c3sc(C(=O)O)c(C)c3C(=O)O)CC2)s1	8.9%	3.0%	?	68.9%	2.9%	-2.8%	3.7%	15.8%	15.6
CSc1cccc(CN2CCC(CO)(Cc3cccc(C(F)(F)F)c3)CC2)c1	?	?	?	21.2%	-13.2%	-33.8%	20.6µM*	16.4µM*	-96.1*
CCn1c(COc2ccccc2C)nnc1SCC(=O)CC(=O)Nc1ccccc1	?	0.1%	?	1.3%	-4.0%	-13.5%	-23.5%	-19.0%	-1.5
O=C(CNC(=O)c1cccc(F)c1)OCC(=O)N1CCCc2ccccc21	15.8%	-23.1%	17.1%	10.7%	-2.7%	-23.0%	-1.2%	-11.0%	3.3
COc1ccc(-c2cc(C(=O)Nc3cccnc3Cl)no2)cc1	-10.0%	9.8%	?	?	9.6%	-2.6%	28.5%	25.7%	-6.5
Cc1ccc(NC(=O)c2ccccc2SCC(=O)N2CCCC2)cc1S(=O)(=O)N(C)C	7.8%	15.5%	?	-4.9%	-1.6%	-25.3%	0.6%	-1.3%	1.7
Cc1cc(C)c(C(=O)CSc2nc(C)cc(C)c2C(N)=O)c(C)c1	11.3%	13.2%	0.2%	-1.5%	-13.2%	6.0%	-17.1%	-11.0%	23.6
CCC(=O)Nc1c(S(=O)(=O)c2ccccc2)c2nc3ccccc3nc2n1Cc1ccccc1	26.2%	-15.7%	4.11µM*	-54.2%[inhibitor]	?	-12.6%	-0.2%	-4.5%	?
COC(=O)[C@]12CCCCC=C1N(Cc1ccc(Cl)cc1Cl)C(=O)[C@H](CC(=O)N1CCOCC1)C2	/	-8.6%	23.0%	/	-16.2%	4.7%	-15.1%	-7.2%	-17.2
CCc1ccc(S(=O)(=O)/N=C2\C=C(Nc3ccc(C(=O)O)cc3)C(=O)c3ccccc32)cc1	4.61µM*	?	-12.4%	9.2µM*	?	-18.2%[11.6 µM]	16.4µM*	18.4µM*	-98.8*
CCOc1ccc(-c2nc3n(c(=O)c2C#N)CCS3)cc1	0.0%	-18.8%[11.3 µM]	-13.8%	-9.9%	8.7%	-19.6%[57.1 µM]	26.4%	20.3%	-17.9
O=C(O)c1cc(N2C(=O)C3C4C=CC(C4)C3C2=O)ccc1N1CCOCC1 (stereo unspecified)	3.3%	-12.6%	4.8%	-5.4%	-0.1%	-1.9%	-0.2%	3.8%	16.6
Cn1cnc(S(=O)(=O)NCc2ccc(Br)cc2)c1	-2.3%	8.9%	10.2%	0.3%	16.0%	4.8%	3.8%	10.4%	-19.4
Cn1c(SCCCC(=O)c2ccc(F)cc2)nnc1-c1ccncc1	?	-9.8%	0.3%	-4.9%	3.3%	-8.1%	3.0%	4.8%	22.0
O=C1CC(N(CCc2ccccc2)C(=S)Nc2ccccc2)C(=O)N1c1ccc(Br)cc1 (stereo unspecified)	?	?	?	?	?	-7.6%	16.4µM*	?	-12.4
COC(=O)c1ccc(N=c2sc(C(=O)OC)cc(=O)n2C)cc1	?	8.2%	?	-1.2%	20.5%	-0.8%	-3.5%	9.0%	30.3
O=C(CCn1c(=O)oc2ccccc21)NCCC1=CCCCC1	3.7%	/	-5.6%	-5.2%	5.4%	-2.8%	7.3%	17.4%	-18.2
COc1ccc(S(=O)(=O)Nc2cc(C)ccc2OC)cc1C	?	5.6%	-20.4%	11.4%	?	2.4%	-6.4%	-11.9%	-6.8
CCC(=O)c1ccc(OCC(=O)OCC(=O)NC2CCCCCC2)cc1	-10.9%	-4.6%	4.3%	-16.7%	8.0%	-7.4%	13.4%	12.8%	6.0
CC(C(=O)NC1CCCCC1)N1CCN(C)CC1 (stereo unspecified)	2.2%	-1.4%	10.5%	?	0.9%	6.7%	3.9%	8.8%	-28.4
CCOC(=O)c1sc2nc(CC(=O)OC)nc(N(C)CCc3ccccn3)c2c1C	-4.7%	-26.9%	-21.9%	-0.3%	14.4%	0.9%	-6.0%	-10.4%	33.7
S=C(NC1CCCCC1)NN1CCCCCC1	2.2%	-8.2%	?	0.1%	-20.8%	-26.2%	-1.5%	8.9%	24.9
O=C(N/C(=C\c1ccccc1)C(=O)N1CCOCC1)c1ccco1	-0.6%	-0.9%	-5.1%	-10.1%	-6.4%	-3.8%	-1.6%	4.7%	9.2
C=CCC(NCc1ccccc1)c1ccc(C)o1 (stereo unspecified)	-4.6%	-3.8%	-0.8%	2.9%	-11.3%	8.1%	0.4%	12.3%	-1.3
COCCN(C(=O)C1CC1)c1nnc(-c2ccc(C)cc2)s1	15.5%	19.7%	-6.9%	0.9%	-6.2%	3.7%	4.6%	-1.9%	-17.2
O=C(COC(=O)c1ccc2ncsc2c1)NCc1cccc(Cl)c1	?	7.2%	-0.3%	4.3%	7.3%	-10.8%	-0.8%	9.4%	34.0
S=C(Nc1ccccc1Cl)N1CCC(c2ccccc2)C1 (stereo unspecified)	-0.9%	41.0%[activator]	7.2%	?	18.3%	-21.4%	13.3%	8.9%	2.7
CCN(Cc1ccc(OC)c(F)c1)C(=O)/C=C/c1ccc(S(=O)(=O)N2CCOCC2)cc1	1.5%	/	-3.7%	-16.9%	-18.9%	-8.8%	-16.2%	-18.1%	-11.6
O=S(=O)(c1cccc(-c2cn3ccccc3n2)c1)N1CCCCC1	1.0%	-16.0%	-15.8%	-1.3%	-15.4%	-19.3%	-1.9%	-22.5%	0.0
COc1cc(OC)c(OC)cc1/C=C/c1ccnc2ccccc12	?	-25.9%	?	?	?	2.0%	?	?	-14.1
O=C(NCc1ccc(Cl)cc1)C1CCCN(C(=O)c2ccc(Cl)cc2)C1 (stereo unspecified)	-1.6%	/	2.0%	-5.5%	-9.8%	-7.6%	1.6%	28.4%	-4.0
CC(C)(C)OC(=O)C[C@@H]1C/C=C\C[C@@H](CC(=O)N[C@H](CO)Cc2ccccc2)C(=O)NCCOC1=O	-7.1%	7.0%	0.0%	-61.6%[inhibitor]	0.0%	-1.0%	5.1%	5.7%	-2.1
CCCCNC(=O)CN(c1cccc(F)c1)S(C)(=O)=O	9.7%	0.5%	0.0%	-2.3%	-5.5%	-15.9%	-2.0%	-1.0%	-14.6
Cc1ccc(NC(=O)C(C)OC(=O)c2n[nH]c3ccccc23)cc1 (stereo unspecified)	19.4%	18.4%	?	-1.0%	14.4%	-29.4%	-2.4%	-10.0%	6.1
COc1cc(NC(=O)CN2CCN(CC(=O)Nc3ccccc3OC)CC2)cc(OC)c1	?	-6.1%	-3.4%	0.0%	-15.5%	3.6%[57.1 µM]	-5.8%	-2.7%	-9.7
CCOc1cccc(C(c2c(C)n(C)n(-c3ccccc3)c2=O)c2c(C)n(C)n(-c3ccccc3)c2=O)c1OC	1.8%	/	?	-9.8%	1.7%	-0.5%	5.7%	9.5%	1.6
O=C(NC(=S)Nc1ccccn1)c1cncc(Br)c1	-4.2%	16.3%	6.7%	2.7%	10.6%	-0.6%	13.0%	-0.2%	0.0
CCOC(=O)/C(C#N)=N/Nc1ccccc1C#N	-1.7%	/	-14.3%	7.8%	-7.1%	3.8%	-3.8%	-2.2%	48.0
O=C(Cn1c(C(F)(F)F)nc2ccccc21)N/N=C/c1ccco1	1.9%	16.0%	7.8%	-8.1%	38.7%	-1.7%	-13.9%	6.2%	-11.6
Cc1nn(-c2ccccc2)c(N2CCCC2)c1/C=N/NC(=O)c1ccccc1O	?	31.0%[activator]	0.9%	1.4%	7.7%	-31.8%[57.1 µM]	-27.3%	?	14.5
Cc1ccc(-c2nn(-c3ccccc3)cc2C2CC(c3cccs3)=NN2C(=O)CCC(=O)O)cc1 (stereo unspecified)	7.9%	-14.7%	3.3%	-8.8%	-3.5%	2.0%	9.5%	12.3%	13.9
CC(=O)c1ccc([N+](=O)[O-])cc1	-38.8%[inhibitor]	-11.9%	20.0%	-8.3%	0.0%	8.5%	-6.7%	9.0%	7.8
CC(C)(C)CN1CCC(Oc2cccc(C(=O)NCCCOc3cccnc3)c2)CC1	6.5%	-13.4%	-1.4%	?	0.1%	4.0%	25.7%	2.5%	15.7
